phage Ecoli inh: E. coli growth loss with phage present; growth absorbance; inhibition, % at 11.9 µM; 0.26% of 360,000 active; in the data active = inhibition above about 11%
MOR-DOR inv ag: inverse agonist of human OPRM1-OPRD1 heterodimerization | P35372+P41143 | cell-based MOR-DOR heterodimer luminescence, inverse agonism | inhibition, % at 9.3 µM | 0.21% of 340,000 active | AID 504357; in the data active = inhibition above about 22%, passing the limit was not always enough;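 note: 0% = cells with DMSO and 100% = wells without cells with DMSO; values of inactives mirror those of a sister screen read the other way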
AddAB inh: less growth of phage-infected E. coli with AddAB; E. coli expressing H. pylori AddAB, absorbance growth; inhibition, % at 11.9 µM; 0.29% of 330,000 active; AID 435030; in the data active = inhibition above about 12%;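 note: 0% = vehicle wells of infected cells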
HTR5A ag: HTR5A agonism, opioid heterodimer counter-screen; activation, % at 9.3 µM; HTR5A agonist assay, luminescence, cell-based; P47898; 0.61% of 340,000 active; AID 504692; in the data active = activation mostly above about 9.5%, no sharp cut-off; inactive = mostly below about 7.6%;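 note: 0% = cells with vehicle only and 100% = reference agonist; strong numbers were not always called active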
PKA-R1A act: PKA-R1A complex activation; P00514+P68181; PKA-R1A dissociation, Cy5-IP20 fluorescence polarization; scaled: DMSO 0%, 113 µM cGMP 100%; activation, % at 11.4 µM; 0.083% of 340,000 active;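 active = percent activation above the mean of all tested compounds plus 3 SD, cut at about 19% in these data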;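 note: higher means more PKAc released from R1A so a rise in polarization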
MOR-DOR ag: agonists of human mu-delta opioid receptor heterodimerization; AID 504326; activation, % at 9.3 µM; P35372+P41143; 0.3% of 340,000 active; cells, OPRM1-OPRD1 heterodimerization, luminescence; in the data active = activation above about 18%;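 note: 0% = vehicle-treated cells and 100% = reference agonist; values of inactives mirror those of a sister screen read the other way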
DSG3 Ab inh: blocks pemphigus antibody binding to human desmoglein-3; DSG3-coupled beads, scFv-anti-DSG3-GFP binding, flow cytometry; active compounds read low; binding (percent of control), % at 10 µM; 0.48% of 310,000 active; AID 588358;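 active = binding more than 3 SD below its plate's average and above zero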;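 note: hits lower antibody fragment binding to DSG3; some compounds called inactive have numbers as strong as hits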
Target sequence (P32926 whole entry, looked up, the tested form may be a part): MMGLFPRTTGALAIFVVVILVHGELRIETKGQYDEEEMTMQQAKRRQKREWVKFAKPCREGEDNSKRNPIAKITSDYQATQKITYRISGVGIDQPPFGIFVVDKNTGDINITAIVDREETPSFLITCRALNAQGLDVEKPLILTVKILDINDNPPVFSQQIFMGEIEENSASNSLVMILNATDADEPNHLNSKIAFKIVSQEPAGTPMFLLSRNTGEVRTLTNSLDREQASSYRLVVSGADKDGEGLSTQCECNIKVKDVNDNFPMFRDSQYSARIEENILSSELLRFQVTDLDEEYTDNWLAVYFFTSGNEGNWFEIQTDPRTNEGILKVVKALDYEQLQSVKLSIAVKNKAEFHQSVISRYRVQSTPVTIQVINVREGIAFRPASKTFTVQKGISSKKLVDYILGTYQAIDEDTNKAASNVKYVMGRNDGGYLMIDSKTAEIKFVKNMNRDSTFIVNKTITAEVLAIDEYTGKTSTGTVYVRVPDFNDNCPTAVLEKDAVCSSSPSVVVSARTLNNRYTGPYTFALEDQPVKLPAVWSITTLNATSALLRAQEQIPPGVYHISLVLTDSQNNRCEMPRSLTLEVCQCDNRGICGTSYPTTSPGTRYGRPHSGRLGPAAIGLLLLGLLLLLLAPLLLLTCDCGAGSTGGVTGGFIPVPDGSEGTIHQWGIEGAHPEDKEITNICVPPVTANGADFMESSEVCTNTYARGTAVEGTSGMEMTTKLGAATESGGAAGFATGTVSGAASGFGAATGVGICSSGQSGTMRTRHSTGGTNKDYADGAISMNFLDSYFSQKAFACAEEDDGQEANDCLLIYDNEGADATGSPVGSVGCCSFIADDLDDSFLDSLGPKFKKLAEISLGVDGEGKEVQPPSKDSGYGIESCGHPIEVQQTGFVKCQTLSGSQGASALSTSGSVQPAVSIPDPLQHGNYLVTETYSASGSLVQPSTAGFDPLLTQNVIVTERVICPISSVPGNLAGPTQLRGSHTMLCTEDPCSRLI
Ecoli viability: counter-screen for AddAB inhibitors: E. coli growth inhibition; E. coli V3065 growth, OD600 absorbance, 18 h; inhibition, % at 11.9 µM; 0.27% of 330,000 active; AID 449728;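 active = inhibition above the campaign's mean inhibition across all tested compounds plus 3 SD, cut at about 9.9% in these data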;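 note: uninfected addAB+ strain grown without phage in ampicillin broth; 0% = DMSO wells and 100% = ciprofloxacin 0.95 µg/ml wells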
PfHsp90 set2: reduces growth (ATP signal) of yeast expressing P. falciparum Hsp90; AID 504621; inhibition, % at 9.4 µM; S. cerevisiae expressing PfHsp90, BacTiter-Glo ATP, 48 h; yeast lacking PDR1 and PDR3 efflux regulators; 0.32% of 310,000 active;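 active = every replicate shows inhibition above about 80%, whatever the replicate mean, limit read from the data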;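 note: 0% = DMSO neutral controls and 100% = 20 µM radicicol positive controls; yeast relying on Plasmodium falciparum Hsp90 in place of its own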
Mot1-301 SUMO: SUMOylation pathway inhibition by Mot1-301 growth rescue | growth rescue, % at 18.8 µM | 1% of 320,000 active | S. cerevisiae Mot1-301 growth rescue, ATP luminescence, 38.5C; percent above DMSO median, 100 means doubled;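 active = every valid replicate shows activation above 250% relative to neutral control wells; inactive = the rest, any valid replicate at or below 250%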;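 note: OY570 slx delta 5 strain wells were the positive control but not used for scaling; some compounds called inactive have numbers as strong as hits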
HTR5A inv ctr: HTR5A inverse agonism, opioid heterodimer counter-screen | P47898 | HTR5A cell line, luminescence | inhibition, % at 9.3 µM | 0.083% of 340,000 active; in the data active = inhibition mostly above about 23%, no sharp cut-off; inactive = mostly below about 18%;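 note: 0% = cells with DMSO and 100% = no-cell wells with DMSO; some compounds called inactive have numbers as strong as hits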
Starred values were filed as active, the others as inactive; · = not tested or not shown.

SMILES	phage Ecoli inh	MOR-DOR inv ag	AddAB inh	HTR5A ag	PKA-R1A act	MOR-DOR ag	DSG3 Ab inh	Ecoli viability	PfHsp90 set2	Mot1-301 SUMO	HTR5A inv ctr
O=C(NC(NCCCN1CCOCC1)(C(F)(F)F)C(F)(F)F)C1CCCCC1	1.0	3	-1.1	-2	4	-0.6	100	-1.4	3	-7	6
C[C@@H]1C(=O)O[C@H](C)[C@H]1C[C@@H](O)[C@](C)(O)C1CC[C@@]2(O)C3=CC(=O)[C@@H]4C[C@@H](O)[C@@H](O)C[C@]4(C)C3CC[C@]12C (stereo not given in full)	2.6	3	1.9	-5	6	-0.5	95	-1.5	-11	-9	12
COc1ccc(COc2ccccc2C(=O)Nc2ccccn2)cc1[N+](=O)[O-]	3.4	19	-0.8	1	-8	-3.8	82	-0.3	-8	-6	-3
CCn1c(=O)cc(C(=O)OC)sc1=Nc1ccc(F)c(F)c1	0.5	-26	-3.7	8	-4	4.4	148	0.2	-16	-7	-13
Cn1c(C(=O)NCCN2CCc3ccccc3C2)cc2c(=O)[nH]c3ccccc3c21	3.7	1	0.2	-1	10	-0.1	96	-1.2	-16	-31	-3
Cc1c(C(=O)Nc2ccccn2)oc2c(Cl)cccc12	2.9	-11	-4.1	4	-8	2.1	103	-3.2	-15	-6	-49
COc1ccccc1Nc1nc(N)nc(CSC(=S)N2CCCCC2C)n1 (stereo not given)	1.0	7	2.0	-1	0	-1.3	107	1.6	3	-9	5
CCC1=C(c2ccc(C)cc2)S(=O)(=O)N=C1N1CCC(C(=O)NCCCN2CCCCC2)CC1	0.3	15	2.2	-3	6	-2.8	98	1.9	1	-14	-9
CCN(CC)CCNC(=O)Cn1c(=O)c2cccn2c2ccc(F)cc21	2.6	9	·	-4	-9	-2.0	·	·	-8	-15	13
O=c1cc(-c2ccccc2)nc(Sc2ccc([N+](=O)[O-])cc2[N+](=O)[O-])[nH]1	-0.2	-12	4.8	-1	8	2.3	81*	1.0	0	-13	-16
CCCS(=O)(=O)c1nc(S(=O)(=O)c2ccc(C)cc2)c(NCc2ccccn2)s1	1.9	3	4.1	-2	9	-0.6	95	2.1	-60	8	6
CC1CCCN(C(=O)CN2C(=O)CSc3ccc(S(=O)(=O)N4CCOCC4)cc32)C1 (stereo not given)	0.8	12	2.4	-2	-3	-2.2	94	-1.7	14	190	7
Cc1[nH]nc(SCC(=O)N2CCCCCC2)c1[N+](=O)[O-]	0.3	5	1.3	1	-8	-1.0	84	0.3	-16	-28	-4
Cc1nc(SCc2ccccc2F)c2oc3ccccc3c2n1	2.3	6	-0.2	-4	0	-1.2	111	1.7	4	-14	-8
CN(Cc1c(F)cccc1Cl)c1nnnn1-c1ccccc1	1.4	13	1.9	-2	11	-2.4	·	1.8	12	-11	-4
CCc1nc(N)c(C#N)c(-c2ccco2)c1C	0.6	18	2.2	0	-25	-3.6	91	1.7	-13	8	11
Cc1ccc(S(=O)(=O)N2CCN(c3ccccc3)CC2)c(C)c1	1.8	-3	5.3	2	2	0.7	105	1.2	-1	1	-8
CCN(Cc1nc(-c2ccc(OC)c(OC)c2)no1)C(=O)c1ccc2c(c1)OCO2	2.6	10	3.5	-1	13	-1.9	103	0.7	0	13	3
Cn1c(C(=O)NCCN2CCOCC2)cc2c(=O)n(C)c3ccccc3c21	1.1	2	5.3	2	1	-0.3	110	1.4	-5	-1	-6
COc1ccc(CCn2c(C)nc3c(c(=O)c4ccccc4n3C)c2=O)cc1	1.0	5	2.1	1	5	-1.0	103	3.0	7	-13	-2
CCN(CC)C(=O)Cn1cc(C(=O)C(=O)Nc2ccc3c(c2)OCCO3)c2ccccc21	0.6	7	-0.7	5	1	-1.1	102	0.6	3	434	-32
COc1ccc2cc(C(=O)Nc3ccc(F)cc3)sc(=O)c2c1OC	2.2	-18	-0.6	2	-2	3.4	·	0.5	·	2	-23
CC1(C)CN2C(=S)N(c3ccccc3)C(c3ccccc3)N2C1 (stereo not given)	-0.2	2	4.5	-2	0	-0.3	102	2.1	1	-18	10
CCc1cc(=O)oc2cc(OS(C)(=O)=O)ccc12	0.5	14	4.0	-2	5	-2.4	98	1.0	6	-11	-21
CCOC(=O)c1ccc(-n2c(C)nc3ccc(Br)cc3c2=O)cc1	2.1	4	-1.0	9	-1	-0.8	·	2.3	3	-11	16
Remaining list, next part:
SMILES	phage Ecoli inh	MOR-DOR inv ag	AddAB inh	HTR5A ag	PKA-R1A act	MOR-DOR ag	DSG3 Ab inh	Ecoli viability	PfHsp90 set2	Mot1-301 SUMO	HTR5A inv ctr
COc1ccc(-c2nc(CN3CCN(C(=O)c4ccco4)CC3)c(C)o2)c(OC)c1C	-1.2	-7	6.3	3	-1	2.2	115	-1.0	6	-23	-2
COCCCNc1nc2nonc2nc1N1CCN2CCCC2C1 (stereo not given)	0.8	13	-1.4	2	-8	-2.4	100	-0.6	17	147	-2
Cc1cccc(N2CCN(S(=O)(=O)c3ccc4c(c3)CCC(=O)N4)CC2C)c1 (stereo not given)	2.4	-15	0.7	7	-4	3.0	101	-2.4	-13	-4	-28
CC(CNC(=O)CCS(=O)(=O)c1ccc2c(c1)NC(=O)CO2)c1ccccc1 (stereo not given)	3.7	18	3.0	-1	-14	-3.4	·	1.4	0	-16	-13
CCN(C(=O)COC(=O)/C=C/c1cccc(Cl)c1)c1c(N)n(Cc2ccccc2)c(=O)[nH]c1=O	4.0	17	1.8	1	-5	-4.2	·	2.6	-35	13	-2
COc1ccccc1-c1noc(CCC(=O)Nc2cc(C(F)(F)F)ccc2Cl)n1	4.0	-16	1.2	4	4	3.1	85	0.3	·	-15	-14
CCCc1ccc(OCc2ccc(C(=O)N/N=C/c3cccnc3)o2)cc1	2.3	-10	·	0	-1	1.5	102	·	-1	-3	-9
COc1cccc(C(=O)N/N=C(\C)c2ccc(NC(=O)Cc3ccccc3)cc2)c1OC	0.7	15	·	-2	7	-2.8	95	·	17	5	13
COc1ccc(C(=O)NCCSCc2ccccc2)cc1OC	4.2	-6	2.9	-1	-3	1.0	103	3.5	12	-8	3
CC1Oc2ccccc2OC1C(=O)Nc1ccccn1 (stereo not given)	0.5	14	2.7	1	-2	-2.2	69	-1.0	-9	138	-23
CCOC(=O)c1ccc(-c2cc(C)no2)[nH]1	3.7	5	0.0	1	2	-0.8	99	-0.3	-2	-17	-4
Oc1ccc(C[C@@H]2CNCCN2CCCCC2CCCCC2)cc1	3.5	-22	0.2	3	2	3.8	107	-0.9	-5	-3	-13
CCOC(=O)n1c(=O)[nH]c2ccc(Br)cc21	3.6	19	2.8	10	2	-3.7	102	-3.1	-26	-6	24
Cc1cc(NC(=O)CSc2nc3ccsc3c(=O)n2CCCCC(=O)O)no1	-0.1	-13	1.8	2	-8	2.3	103	1.2	-9	2	13
COc1ccc(-c2coc3cc(O)cc(O)c3c2=O)cc1OC	-2.2	8	2.2	0	-9	-1.5	95	-0.3	-10	5	-12
CCOC(=O)Cc1nn[nH]n1	2.4	12	3.6	-1	-1	-2.4	95	-0.7	-16	6	2
NC(=O)c1ccc(N=C2C(=O)Nc3ccc([N+](=O)[O-])cc32)cc1	2.2	-1	5.4	5	-8	0.1	97	0.2	9	-3	-14
COc1ccc(Br)cc1[C@H]1[C@H]2C=CC[C@@H](C)[C@@H]2C(=O)N1Cc1ccccc1	1.1	12	·	2	-2	-2.1	102	·	-9	·	-7
COC(=O)c1ccsc1-n1cc(C#N)c(=O)n(C)c1=O	2.7	1	3.6	2	-4	-0.2	102	3.6	-8	-3	-6
CCOC(=O)c1c(NC(=S)N2CCOCC2)sc(C)c1C	2.5	-10	-0.6	-2	6	2.0	109	1.1	-19	2	-27
Cc1nc([N+](=O)[O-])c(C(=O)OCc2cccc(Br)c2)n1C	-0.2	12	2.0	4	-8	-2.4	116	-0.6	·	10	-10
O=C(Cc1cccc2ccccc12)NCC1CCCO1 (stereo not given)	0.0	14	0.3	2	0	-2.4	104	0.5	-7	8	10
O=C(NC1CCCCC1)C1CCN(S(=O)(=O)c2cccs2)CC1	2.9	16	-0.3	0	-11	-2.9	111	-1.9	7	·	-11
Cc1ccn2c(NC(=O)C(C)(C)Oc3ccc(Cl)cc3)c(-c3cccs3)nc2c1	3.3	10	2.5	1	-1	-2.0	101	-1.7	2	-2	-3
CCC1(CC)Nc2ccccc2C(=O)N1c1ccc(OC)cc1	1.9	12	0.8	5	6	-2.4	108	-0.1	-1	123	-14

2 compounds from above, limited to PfHsp90 set2, MOR-DOR ag and HTR5A inv ctr:
SMILES,PfHsp90 set2,MOR-DOR ag,HTR5A inv ctr
Cc1cc(NC(=O)CSc2nc3ccsc3c(=O)n2CCCCC(=O)O)no1,-9,2.3,13
NC(=O)c1ccc(N=C2C(=O)Nc3ccc([N+](=O)[O-])cc32)cc1,9,0.1,-14

Six entries already listed, ordered by the value under PfHsp90 set2, highest first.
| SMILES | phage Ecoli inh | MOR-DOR inv ag | AddAB inh | PKA-R1A act | MOR-DOR ag | DSG3 Ab inh | PfHsp90 set2 | Mot1-301 SUMO |
| --- | --- | --- | --- | --- | --- | --- | --- | --- |
| COCCCNc1nc2nonc2nc1N1CCN2CCCC2C1 (stereo not given) | 0.8 | 13 | -1.4 | -8 | -2.4 | 100 | 17 | 147 |
| COc1ccc(-c2nc(CN3CCN(C(=O)c4ccco4)CC3)c(C)o2)c(OC)c1C | -1.2 | -7 | 6.3 | -1 | 2.2 | 115 | 6 | -23 |
| CC(CNC(=O)CCS(=O)(=O)c1ccc2c(c1)NC(=O)CO2)c1ccccc1 (stereo not given) | 3.7 | 18 | 3.0 | -14 | -3.4 | · | 0 | -16 |
| O=C(Cc1cccc2ccccc12)NCC1CCCO1 (stereo not given) | 0.0 | 14 | 0.3 | 0 | -2.4 | 104 | -7 | 8 |
| COc1ccc(Br)cc1[C@H]1[C@H]2C=CC[C@@H](C)[C@@H]2C(=O)N1Cc1ccccc1 | 1.1 | 12 | · | -2 | -2.1 | 102 | -9 | · |
| CCN(C(=O)COC(=O)/C=C/c1cccc(Cl)c1)c1c(N)n(Cc2ccccc2)c(=O)[nH]c1=O | 4.0 | 17 | 1.8 | -5 | -4.2 | · | -35 | 13 |

Bioassay records deposited in PubChem by several laboratories.

Outcome played no part in choosing rows (roughly 3.2% active in at least one column).
